Source: PubChem
TbPYK inhibitor – qHTS of Trypanosoma Brucei Inhibitors. TbPYK enzyme, Kinase-Glo Plus ATP luminescence, 45 min. Potency, µM (titrated, usually from 76.8 µM), for the others: at the top dose activity, negative = inhibition, usual class: inhibitors. 410,000 tested, 0.12% active; note: potency is the fitted concentration of half-maximal effect; % is set by controls: 0 for no effect and ±100 for the full control effect; nearly all actives have a fitted effect of over 50% in size
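Screened from lowest to highest concentration, compounds were pinned into TbPYK/substrate mixtures, and ADP (130 uM final) was added. Plates sat at room temperature for 45 min prior to Kinase-Glo Plus detection by luminescence.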
LmPK inh – qHTS Assay for Inhibitors of Leishmania Mexicana Pyruvate Kinase (LmPK). Potency, µM (series often up to 57.5 µM), for inactives: at the highest dose activity change, negative = inhibition, most hits filed as inhibitors. Q27686. 290,000 tested, 0.37% active. purified LmPK, Kinase-Glo ATP luminescence, 1 h; note: potency is the fitted concentration of half-maximal effect; % is set by controls: 0 for no effect and ±100 for the full control effect
Target sequence (Q27686 whole entry, looked up): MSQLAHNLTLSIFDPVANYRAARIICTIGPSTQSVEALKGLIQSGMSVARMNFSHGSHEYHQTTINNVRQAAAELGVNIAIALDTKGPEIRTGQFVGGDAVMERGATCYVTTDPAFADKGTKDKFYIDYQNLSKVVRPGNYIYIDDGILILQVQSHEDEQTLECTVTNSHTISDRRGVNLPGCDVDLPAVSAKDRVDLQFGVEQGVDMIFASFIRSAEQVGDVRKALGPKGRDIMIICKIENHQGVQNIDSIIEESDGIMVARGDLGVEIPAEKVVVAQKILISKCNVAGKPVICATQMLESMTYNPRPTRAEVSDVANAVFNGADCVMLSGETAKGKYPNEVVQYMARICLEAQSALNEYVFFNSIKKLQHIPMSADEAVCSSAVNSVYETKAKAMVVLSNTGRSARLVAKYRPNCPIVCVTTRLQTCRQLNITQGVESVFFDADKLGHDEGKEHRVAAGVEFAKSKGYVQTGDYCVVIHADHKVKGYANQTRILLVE
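In 50 mM imidazole pH 7.2 with 7 mM MgCl2, LmPK (0.1 nM) turned over PEP (0.5 mM) and ADP (0.1 mM) for 1 h at room temperature. Luciferase read-out of ATP.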
Pf growth 96h – Primary qHTS for delayed death inhibitors of the malarial parasite plastid, 96 hour incubation; P. falciparum luciferase reporter growth, 96 h; Potency, µM (highest dose often 28.7 µM), without a hit: at the highest dose activity change, negative = inhibition, hits mostly inhibitors; 320,000 tested, 6.9% active; AID 504834, 2011; note: potency is the fitted concentration of half-maximal effect; % is set by controls: 0 for no effect and ±100 for the full control effect
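Erythrocytes infected with luciferase-expressing P. falciparum were dispensed at 2% hematocrit and 0.05% parasitemia (final), then incubated with compounds 96 hours at 37 C in 5% CO2. Luminescence after detection reagent addition reported growth.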
Pf growth 48h – Primary qHTS for delayed death inhibitors of the malarial parasite plastid, 48 hour incubation; P. falciparum luciferase growth in erythrocytes, 48 h; Potency, µM (doses to about 28.7 µM), for inactives: at the highest dose activity change, negative = inhibition, hits mostly inhibitors; AID 504832, 2011; 310,000 tested, 5.9% active; note: potency is the fitted concentration of half-maximal effect; % is set by controls: 0 for no effect and ±100 for the full control effect
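Erythrocytes infected with P. falciparum carrying an integrated firefly luciferase reporter (2% hematocrit, 0.1% parasitemia final) were exposed to compounds in RPMI 1640 with 0.5% Albumax at 37 C, 5% CO2. Growth inhibition was scored as reduced luminescence.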
Shiga inhibitor – A qHTS for Small Molecule Inhibitors of Shiga Toxin | Vero cells, Shiga toxin protein synthesis inhibition reporter | inhibition, % at 38.7 µM | 290,000 tested, 9.2% active | AID 2315, 2010; in the data active = inhibition mostly above about 28%, no sharp cut-off; inactive = mostly below about 43%; note: 0% is about no effect
CHX counter – Cycloheximide Counterscreen for Small Molecule Inhibitors of Shiga Toxin; cell reporter, cycloheximide protein synthesis inhibition counterscreen; max response, %; 300,000 tested, 12% active; AID 2314, 2010; in the data active = max response mostly above about 13%, no sharp cut-off; inactive = mostly below about 14%; note: read at 38.3 µM for the half of the compounds with a filed dose; 0% is about no effect
HCV inhibitor – qHTS Assay for Inhibitors of Hepatitis C Virus (HCV). Huh7.5.1 HCVcc-Cre infection, luciferase reporter, 44 h. Potency, µM (top dose mostly 41.8 µM), for inactives: at the top dose activity change, negative = inhibition, usual class: inhibitors. 340,000 tested, 3.4% active. AID 651820, 2012; note: potency is the fitted concentration of half-maximal effect; % is set by controls: 0 for no effect and ±100 for the full control effect
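Cells (1,000/well) were plated 4 h before compound, then infected with HCVcc-Cre virus (~0.5 moi). After 44 h further culture, infection was read as luciferase luminescence following a 15 min substrate incubation at room temperature.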
Numbers without * were called inactive; ? = inconclusive; / = not tested or not shown; [ ] = another dose, or the depositor's remark. Unless noted, calls come from the whole dose curve; as a rule, active = well fitted curve in the direction sought with a large enough effect; inconclusive = small, poorly fitted or top-dose-only effect, or another doubt; inactive = no such curve, though single readings can be large; an effect the other way counts as inactive or inconclusive.

SMILES	TbPYK inhibitor	LmPK inh	Pf growth 96h	Pf growth 48h	Shiga inhibitor	CHX counter	HCV inhibitor
COc1ccc(C2SCC(=O)N2CCCN(C)C)cc1 (configuration not stated)	1%	-3%	/	-10%	-11	-3	-19%
CC(=O)Nc1cccc2c1C(=O)N(c1ccc(OC(C)=O)cc1)C2=O	-8%	-1%	2.6µM*	4%	11	3	4%
CS(=O)(=O)N(CC(=O)Nc1cccnc1)c1ccc2c(c1)OCO2	-4%	-1%	/	18%	7	-3	4%
CCOc1cccc(OCCOCCN(C)C)c1	-7%	-10%	12%	-1%	52*	12	?
CCCN1CCN(C(=O)CN2C(=O)CC(C)(C)S(=O)(=O)c3ccccc32)CC1	-16%	0%	15µM*	-17%	-22	-1	8%
COc1ccc(N2CCN(C3CCCN(C(=O)CN4CCCCC4=O)C3)CC2)cc1 (configuration not stated)	-5%	4%	?	1%	-13	1	21%
CCOC(=O)C1=C(c2ccccc2)Nc2ncnn2C1c1cccc(OC)c1OC (configuration not stated)	-9%	1%	1.9µM*	?	-13	0	-6%
COc1cc2nc(CN(C)Cc3ccc(Cl)cc3)[nH]c(=O)c2cc1OC	-9%	14%	?	0%	20	-1	17%
O/N=C/c1ccccc1OCc1ccccc1Cl	18%	1%	4%	4%	-9	-3	9%
Cc1ccc(NC(=O)C(C)N2CCN(C)CC2)cc1S(=O)(=O)N1CCOCC1 (configuration not stated)	5%	/	-3%	1%	/	/	5%
Cc1cc(C)cc(C(=O)NC(CC(N)=O)c2ccc(N3CCC(Br)CC3)c([N+](=O)[O-])c2)c1 (configuration not stated)	3%	-1%	18%	40%[activator]	5	-2	9%
CCCn1nc(C(=O)OCC(=O)Nc2cccc(S(N)(=O)=O)c2)c2ccccc2c1=O	2%	9%	19%	4%	-8	1	6%
CCN(CC)S(=O)(=O)c1ccc(-c2nnc(SCC(=O)Nc3nc(C)cs3)o2)cc1	3%	5%	-54%	/	-26	-2	-2%
O=C(c1c[nH]c(C(=O)C(Cl)(Cl)Cl)c1)c1ccccc1F	-7%	1%	-7%	-2%[0.00184 µM]	-9	-2	7%
O=C(Cc1n[nH]c(=O)c2ccccc12)N1CCN(c2ccc(F)cc2)CC1	-4%	0%	?	?	14	-2	8%
Cc1cc(C(=O)OCC(=O)c2c(N)n(C)c(=O)n(C)c2=O)c(C)o1	-10%	12%	/	-6%	-25	-3	?
CCOC(=O)c1cn2cccnc2n1	-1%	1%	5%	/	-11	-3	-18%
COc1cccc(NC(=O)CCNS(=O)(=O)c2cccc3nsnc23)c1	1%	8%[11.5 µM]	-5%	?	23	-9	7%
Cc1c(C)c2c(OCC(=O)NC3CC3)cc3c(c2oc1=O)CCC(C)(C)O3	-9%	-1%	12µM*	?	-3	1	-16%
COc1cc2c(cc1OC)-c1cc(NC3CCCCCCC3)nc(=O)n1CC2	-15%	3%	7.4µM*	?	-4	-4	-11%
CNCCc1c[nH]c2ccccc12	4%	5%	34%[activator]	28%	-13	7	10%
CCN(CC)CCNC(=O)CCn1nc(-c2ccc(Cl)cc2)ccc1=O	-1%	-3%	1%	2%[0.00184 µM]	-3	-4	-4%
CCOC(=O)C1=C(C)OC(N)=C(C#N)C1c1cc2ccccc2nc1N1CCCCC1 (configuration not stated)	10%	1%	1.3µM*	-12%	-11	-2	4%
CCC(C)NC(=O)C(CCSC)NC(=O)c1ccccc1 (configuration not stated)	-4%	0%	?	/	-2	-3	6%
Cc1ccc(-n2nnnc2-c2cnc(-c3cccnc3)nc2C(F)(F)F)cc1	3%	1%	?	/	-4	7	10µM*
O=C(Cn1nc2n(c1=O)-c1ccccc1SC2)N/N=C/c1ccncc1	1%	3%	13%	12%	-13	-2	-1%
COCCNC(=S)N1CCN(c2nc(-c3ccccc3)cs2)CC1	-13%	0%	12µM*	3%	-3	-4	-20%
COC(=O)c1cc(S(=O)(=O)NCC2CCN(Cc3cc(C)ccc3C)CC2)cn1C	3%	0%	14%	-9%	-5	-3	-4%
CCCCN(C)C(=O)c1sc2ncn(CC)c(=O)c2c1C	-9%	-5%	10µM*	7%	67	19	-13%
CCN(CC(=O)Nc1ccc(NC(C)=O)cc1)C(=O)C1(c2ccccc2)CC1	-4%	/	-14%	-22%	/	/	9%
N#CCSc1nccc(-c2cc(Cl)sc2Cl)n1	-3%	11%	?	/	-8	-3	-8%
COc1ccc(NC(=O)C2CCCN2C(=O)OC(C)(C)C)cc1 (configuration not stated)	-5%	-2%	45%[activator]	16%	38	1	8%
O=C(OCn1nnc2ccccc2c1=O)C1=COCCO1	-15%	3%	-17%	-17%	-17	-5	8%
O=S(=O)(c1cccc(F)c1)N1CCCN(c2ccc(C(F)(F)F)cn2)CC1	1%	0%	?	?	4	3	-17%
CCOC(=O)c1cc2ccccc2n1CCN(CC)CC	0%	-3%	/	-6%	-17	1	-14%
Cc1ccc2nc3c(cc2c1)c(NC(=O)c1ccco1)nn3CC(C)C	-3%	7%	?	?	11	0	?
O=C(c1ccco1)N1CCN(C(=O)c2cc3ccccc3oc2=O)CC1	-3%	0%	-15%	10%	-5	-2	0%
Cc1ccc(C)c(NC(=O)NCc2ccccn2)c1	1%	-5%	?	-23%	-16	-1	5%
CCOc1ccc(S(=O)(=O)Nc2ccccc2C(=O)NCc2ccco2)cc1	8%	3%	-24%	5%	-2	0	20%
COc1ccc(-c2nc(CSCC(=O)N3CCc4ccccc4C3)c(C)o2)cc1OC	-8%	-6%	?	?	2	-1	?
CC1CC(C)CN(CC(=O)NNC(=O)COc2ccc(Cl)cc2)C1 (configuration not stated)	1%	/	-8%	-21%	/	/	7%
O=C(NCc1ccccc1C(F)(F)F)C1CC(c2cccc(F)c2)=NO1 (configuration not stated)	-6%	-1%	4%	35%[activator]	-6	-2	2%[8.37 µM]
CCc1c(-c2ccccc2)nc2sc3c(c2c1N)CCCC3	2%	3%	?	-11%	64	19*	25µM*
C=CCN(c1ccccc1OC)S(=O)(=O)c1cccc(C(=O)NCc2cccs2)c1	2%	/	12µM*	12µM*	/	/	4.5µM*
CC(=O)N(C(C)=O)c1nc2nc(C)cc(C)n2n1	-3%	-14%	65%	14%	-17	-1	28%
COc1ccc(N2CCN(S(=O)(=O)c3cc4c5c(c3)C(C)C(=O)N5CCC4)CC2)cc1 (configuration not stated)	-1%	/	?	?	/	/	1%[8.37 µM]
CC(=NCCCNC1CCCCC1)C1=C(O)CC(C)(C)CC1=O	-3%	-3%	1%	19%	-19	13	1%
COc1ccccc1-n1c(CNC(=O)COc2ccccc2)n[nH]c1=S	?	?	6%	/	-2	-1	-4%
O=C(CSc1nc2ccccc2c(=O)n1Cc1ccco1)NCCN1C(=O)CSC1=O	3%	4%	?	7%	-6	-3	10µM*
CC(=O)N(C1=NCCCS1)c1ccc(F)cc1	4%	-1%	?	?	4	-2	12%
O=C(c1ccccc1Br)N1CCn2c1nc1ccccc12	-6%	0%	60%[activator]	18%	-13	-8	-3%
COc1ccc(-c2cc3c(=O)n(CC(=O)NCCCc4ccccc4)ncn3n2)cc1	5%	-5%	?	134%[activator]	26*	16*	9%
CC(c1ccco1)N(C(=O)C12CC3CC(CC(C)(C3)C1)C2)c1ccccn1 (configuration not stated)	-14%	2%	0%[5.75 µM]	8%	7	-1	-16%
COC(=O)COc1ccc(C(=O)OC)cc1	0%	-2%	-18%	11%	-8	-3	?
Cc1ccc(C2SCC(=O)Nc3c2c(=O)[nH]n3C2CCOC(C)(C)C2)cc1 (configuration not stated)	-6%	0%	4%	0%	2	-3	15%
Nc1nc(NC(=O)/C=C/c2ccc(F)cc2)nn1-c1ccccc1	-1%	1%	19%	-7%	-3	15	-28%
Cc1c(C(=O)NC(C)C)oc2c1-c1[nH]ncc1CC2	-5%	3%	-20%	0%	-13	-2	-12%
CCOc1ccc(C(=O)Nc2ccc(-c3nc4ccccc4[nH]3)cc2)cc1[N+](=O)[O-]	16%	5%	-18%	1.9µM*	-5	-3	?
CCn1cnc2cc([N+](=O)[O-])ccc21	-7%	-11%	82%[activator]	?	29	7	3%
O=C1CC(=O)N(CCc2ccc(F)cc2)C(=O)N1	4%	0%	-17%	4%	20	-6	7%

Following part:
SMILES	TbPYK inhibitor	LmPK inh	Pf growth 96h	Pf growth 48h	Shiga inhibitor	CHX counter	HCV inhibitor
CCOc1ccc(CCNC(=O)COC(=O)Cn2nc(C)c([N+](=O)[O-])c2C)cc1OCC	-20%	/	-1%	0%	/	/	-2%[8.37 µM]
O=C(N/N=C/c1cc([N+](=O)[O-])ccc1O)c1cc(-c2ccccc2)nc2ccccc12	-2%	2%	-73%	2.9µM*	-13	6	?
CC1(C)NC(=O)N(CC(=O)O)C1=O	-12%	3%	49%[activator]	/	8	2	10%
CCOC(=O)c1sc(NC(=O)C(C)C)c(C#N)c1C	-30%	-1%	-24%	-23%	13	-5	16%
COc1ccc([N+](=O)[O-])cc1NC(=O)C(C)OC(=O)c1cccnc1Cl (configuration not stated)	-2%	7%	0%	44%[activator]	-4	6	-12%
Nc1nc(SCC(=O)NNc2c(Cl)cc(Cl)cc2Cl)n[nH]1	-6%	3%	50%[activator]	22%	-9	-1	0%
COCCCNC(=O)CCCn1c(=O)c2ccccc2n(CC(=O)Nc2c(C)cc(C)cc2C)c1=O	-6%	-2%	-2%	-22%	10	5	24%
CCc1nnc(NC(=O)CC(C)c2ccccc2)s1 (configuration not stated)	-16%	-1%	-41%	10%	/	7	-8%
Cc1ccc(C(=O)OCC(=O)Nc2ccccc2Sc2ccccc2)cc1C	1%	2%	6%	-8%	-8	-5	15%
Cc1cccc(CC(=O)NCCn2c(C)cc3ccccc32)c1	1%	2%	?	0%	-2	0	-19%
CN1C(=O)/C(=C/c2ccccc2OCc2ccccc2)NC1=S	-12%	-1%	0%	-8%	16	-1	-16%
CCCCCC(=O)Nc1nc(C)c(-c2csc(Nc3ccccc3OCC)n2)s1	-5%	4%	?	?	-2	-2	4%
CC1CCN(C(=O)COC(=O)c2cc(Cl)c3c(c2)OCO3)CC1	4%	/	223%[activator]	191%[activator]	/	/	?
C=CC(=O)NCC1OCCc2ccccc21 (configuration not stated)	2%	0%	-14%	-3%	23	-1	19%

Single records, as listed above. Order of values: TbPYK inhibitor | LmPK inh | Pf growth 96h | Pf growth 48h | Shiga inhibitor | CHX counter | HCV inhibitor
`CCCCCC(=O)Nc1nc(C)c(-c2csc(Nc3ccccc3OCC)n2)s1` reads -5% | 4% | ? | ? | -2 | -2 | 4%
`Cc1ccc(C(=O)OCC(=O)Nc2ccccc2Sc2ccccc2)cc1C` reads 1% | 2% | 6% | -8% | -8 | -5 | 15%
`CCOc1ccc(CCNC(=O)COC(=O)Cn2nc(C)c([N+](=O)[O-])c2C)cc1OCC` reads -20% | / | -1% | 0% | / | / | -2%[8.37 µM]
`O=C(N/N=C/c1cc([N+](=O)[O-])ccc1O)c1cc(-c2ccccc2)nc2ccccc12` reads -2% | 2% | -73% | 2.9µM* | -13 | 6 | ?
